# Assay outcomes as filed in PubChem BioAssay.
# UBC13 inh – blocks human UBC13 polyubiquitin chain formation. TR-FRET. inhibition, % at 20 µM. 0.47% of 330,000 active; in the data active = inhibition above about 45%, passing the limit was not always enough
# CCR6 antag – blocks CCL20-driven beta-arrestin recruitment at human CCR6. P51684. CHO-K1 CCR6 PathHunter beta-arrestin, luminescence, CCL20-stimulated. inhibition, % at 20 µM. 0.49% of 340,000 active;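 active = compounds whose inhibition of the agonist-driven luminescence signal at 20 µM reaches about 50%, limit read from the data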;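 note: cells stimulated with CCL20 at 14 nM final; plate controls were DMSO with CCL20 for no effect and DMSO without agonist for full effect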
# Target sequence (P51684 whole entry, looked up): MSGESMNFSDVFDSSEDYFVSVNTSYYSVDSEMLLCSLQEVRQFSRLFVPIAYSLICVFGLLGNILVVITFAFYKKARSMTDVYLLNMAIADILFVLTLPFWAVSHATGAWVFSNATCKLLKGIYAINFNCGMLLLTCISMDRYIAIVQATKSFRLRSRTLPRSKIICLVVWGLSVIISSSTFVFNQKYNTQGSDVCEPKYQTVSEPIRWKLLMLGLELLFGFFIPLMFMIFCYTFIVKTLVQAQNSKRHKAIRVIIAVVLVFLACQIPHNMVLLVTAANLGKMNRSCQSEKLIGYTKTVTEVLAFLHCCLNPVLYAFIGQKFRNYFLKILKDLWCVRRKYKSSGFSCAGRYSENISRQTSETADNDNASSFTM
# Gli-Sufu block – antagonists of Gli-Sufu signaling | Sufu-KO-LIGHT fibroblasts, Gli luciferase reporter luminescence | inhibition, % at 5 µM | 0.74% of 340,000 active | AID 588413;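 active = inhibition above about 55%, limit read from the data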;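 note: 0% = DMSO-treated cells and 100% = wells with medium but no cells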
# Apaf1 inhib – human Apaf-1 inhibition. reconstituted apoptosome caspase-3 activity, DEVD-Rh110 fluorescence. inhibition, % at 20 µM. 0.71% of 330,000 active. AID 489030; active = inhibition of at least 40% at 20 µM;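 note: plate controls were DMSO wells for no effect and DEVD-CHO caspase inhibitor wells for full effect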
#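 Material: reconstituted apoptosome with Apaf-1, cytochrome c, caspase-9, procaspase-3, dATP; medium: pH 7.5 Hepes buffer with CHAPS, BSA, DTT; also added: cytochrome c and DEVD-Rh110 substrate; timing: 30 min plus 50 min, RT; signal: Rh110 fluorescence intensity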
# Jurkat NFkB inh – inhibitors of the PMA/ionomycin-induced NF-kB reporter in Jurkat cells | PMA/ionomycin-induced NF-kB luciferase reporter, luminescence | inhibition, % at 4 µM | AID 435003 | 0.53% of 330,000 active
# EBI2 block – blocks human EBI2 receptor beta-arrestin signaling | inhibition, % at 5 µM | 0.81% of 360,000 active | AID 651636 | EBI2 beta-arrestin recruitment, luminescence, 7a,25-OHC stimulated; in the data active = inhibition above about 38%;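 note: enzyme fragment complementation signal reports receptor beta-arrestin coupling in cells; 0% = agonist plus DMSO wells and 100% = wells without agonist; some results beyond the cut were filed as inactive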
# Target sequence (P32249 whole entry, looked up, the tested form may be a part): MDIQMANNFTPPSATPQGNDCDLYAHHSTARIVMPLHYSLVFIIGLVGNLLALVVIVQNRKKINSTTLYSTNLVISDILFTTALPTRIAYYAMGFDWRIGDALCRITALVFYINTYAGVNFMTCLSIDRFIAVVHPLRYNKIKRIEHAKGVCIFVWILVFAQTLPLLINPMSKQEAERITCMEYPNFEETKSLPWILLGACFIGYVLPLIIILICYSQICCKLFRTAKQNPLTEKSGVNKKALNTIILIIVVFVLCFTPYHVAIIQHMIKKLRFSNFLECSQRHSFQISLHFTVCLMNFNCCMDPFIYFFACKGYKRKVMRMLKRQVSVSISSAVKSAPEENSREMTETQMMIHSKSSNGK
# 697 NFkB inh – inhibitors of the PMA/ionomycin-induced NF-kB reporter in 697 B cells; inhibition, % at 4 µM; 697 B-cell NF-kB luciferase reporter, 16 h; 0.33% of 330,000 active; in the data active = inhibition above about 35%
# SENP8 inh – blocks the human protease SENP8; purified SENP8, Z-RLRGG-aminoluciferin cleavage, luminescence; inhibition, % at 10 µM; 1.2% of 330,000 active
# Target sequence (Q96LD8 whole entry, looked up): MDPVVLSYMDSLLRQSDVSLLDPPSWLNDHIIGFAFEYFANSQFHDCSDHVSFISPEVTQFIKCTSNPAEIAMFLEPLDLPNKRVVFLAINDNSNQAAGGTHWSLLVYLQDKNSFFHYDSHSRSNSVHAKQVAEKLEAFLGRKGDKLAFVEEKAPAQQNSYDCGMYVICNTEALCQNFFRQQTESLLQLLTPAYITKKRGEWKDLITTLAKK
# Numbers without * were called inactive; / = not tested or not shown. Cut-off read from the data, not from the text of the source, unless noted: active = inhibition above about 50%; inactive = the rest. This is a subset; rates above refer to the full screens.
Structure	UBC13 inh	CCR6 antag	Gli-Sufu block	Apaf1 inhib	Jurkat NFkB inh	EBI2 block	697 NFkB inh	SENP8 inh
CC1(c2ccc3ccccc3c2)NC(=O)N(CC(=O)N2CCN(Cc3ccccc3)CC2)C1=O (centres undefined)	4	8	34	14	32	-9	28	-4
C=CCn1c(SCCC)nc(O)cc1=O	6	1	-6	-3	-11	-11	13	-5
O=S(=O)(Nc1ncccc1O)c1ccc(Cl)cc1	5	1	-3	3	-14	2	4	-5
Cn1c(CNc2ccc(F)cc2)nnc1SCC(=O)NNC(=O)Cc1ccccc1	2	9	-1	-6	5	-7	6	2
Nc1nc(CN2CCN(Cc3ccccc3)CC2)nc(Nc2ccccc2)n1	-9	-3	-4	-10	-2	-16	-1	0
Clc1ccc(-c2csc3ncnc(N4CCc5ccccc5C4)c23)cc1	3	1	15	4	0	44*	-5	-7
CSc1nnc(-c2ccc(C(F)(F)F)nc2C)o1	0	7	3	0	8	-2	-4	6
COc1ccc(NC(=O)CN(C)CC(=O)Nc2cccc(C(F)(F)F)c2)cc1	-4	4	9	-4	4	2	6	-5
N#Cc1nc(-c2ccco2)oc1N1CCN(c2ccccc2)CC1	2	13	5	4	1	0	9	2
Cc1nc(C(F)(F)F)ccc1C(=O)NCC(O)c1ccccc1 (centres undefined)	7	-3	-11	1	-32	7	-30	0
CNC(=O)c1c(NC(=O)c2ccc(S(=O)(=O)N(C)c3ccccc3)cc2)sc2c1CCN(C(C)C)C2	-33	23	6	28	-3	/	7	3
CN(C)C(=O)c1cn(CCC#N)nc1-c1ccc2ccccc2c1	-4	-5	6	-5	-14	-2	-8	-7
O=C(c1ccccc1)N1CCN(S(=O)(=O)N2CCCCC2)CC1	-5	-2	5	7	-36	4	-5	-6
Cc1ccccc1OCC(=O)OCC(=O)c1c[nH]c2ccccc12	1	8	-1	4	5	-3	12	-16
CC(C)(C)C(=O)C(Cc1ccccc1Cl)n1cncn1 (centres undefined)	6	-1	1	-6	1	-4	6	-7
Cc1cccc(CSc2nnc(C)c(=O)n2N)c1	0	-14	2	-4	13	-8	-6	12
COc1ccc(OC)c(S(=O)(=O)Nc2ccccc2C(=O)O)c1	1	4	4	3	-7	-14	-4	1
Cc1ccc(OCC(=O)Nc2cc(NC(=O)COc3ccc(C)cc3)cc(C(=O)O)c2)cc1	-20	8	-9	-7	6	4	-9	-5
Cc1c(O)ccc(NC(=O)/C=C/c2ccccc2)c1C	-5	-2	-1	-4	-4	-3	-14	3
Cc1ccc(S(=O)(=O)c2nc(S(=O)(=O)c3ccccc3)sc2N2CCN(CCO)CC2)cc1	-2	13	18	4	26	2	2	3
Cc1ccc(CNC(=O)CCc2cn(C)c3ccccc23)cc1	4	7	37	10	-26	13	-4	-1
CCOc1cccc(=O)c2c(C)n(Cc3ccccc3)c(C)c12	-3	-2	-14	4	2	0	-10	1
CCCCCCn1c(C)nc2c(c1=O)c1nc3ccccc3nc1n2/N=C/c1ccco1	-20	1	8	14	12	11	6	9
COc1ccc(C2CC(c3cccs3)=NN2C(=O)CN2CCCCC2)cc1 (centres undefined)	-7	12	14	3	-27	1	-3	-15
O=C(O)/C=C/C(=O)Nc1ccc(F)cc1F	3	-2	5	-7	-3	-5	9	-3

# (listing goes on)
Structure	UBC13 inh	CCR6 antag	Gli-Sufu block	Apaf1 inhib	Jurkat NFkB inh	EBI2 block	697 NFkB inh	SENP8 inh
Cc1ccc2c(c1)C(=O)C(=O)N2c1ccc(C(F)(F)F)cc1	-7	9	-10	15	-5	-8	-7	-5
CCCCOc1cccc(C2C(C(=O)c3ccc(C)o3)=C(O)C(=O)N2Cc2ccco2)c1 (centres undefined)	-21	/	/	21	6	-8	15	-2
Cc1ccc(S(=O)(=O)N2CCOCC2)cc1NC(=O)Nc1ccc([N+](=O)[O-])cc1	8	19	1	8	7	7	5	-2
CN(Cc1ccccc1F)c1ncnc2sccc12	6	16	6	10	-21	-5	-15	2
Cc1ccc(S(=O)(=O)N2CCCCC2C(=O)Nc2nncs2)cc1 (centres undefined)	-7	7	0	-3	-15	-7	1	-10
O=[N+]([O-])c1cc(S(=O)(=O)Nc2ccc(Cl)cc2)ccc1N/N=C/c1ccncc1	-37	18	29	26	17	27	-39	-17
COc1ccc(CCCC(=O)O)c(C)c1	4	-3	95*	-5	-5	3	5	3
O=C(COC(=O)CCC(=O)c1ccc(F)cc1)Nc1nnc(-c2ccccc2)o1	-5	9	-13	0	6	-1	3	2
CNC(=O)NC(=O)COC(=O)CCCSc1nc2ccccc2s1	14	8	3	-8	12	1	21	0
COCCc1nn2c(=O)cc(COC(=O)c3cc(OC)c(OC)c(OC)c3)nc2s1	-13	-2	-13	-4	7	-8	4	4
Cc1nnc(SCC(=O)N(Cc2ccccc2)C(C)C)n1-c1ccccc1	11	-12	-14	-5	-1	4	8	-4
Cc1ccc(S(=O)(=O)Nc2ccccc2C(=O)NCc2cccnc2)cc1	0	-4	-10	3	14	-13	10	-7
COc1cc(OC)cc(C(=O)NC2CC(C)(C)NC(C)(C)C2)c1	-9	-3	-13	9	-29	-10	-64	-6
COc1cccc(C2N(Cc3ccccc3)C(=O)C2(F)F)c1OC (centres undefined)	7	17	12	6	1	-6	-9	4
O=C(CN1CCC(NC(=O)Nc2ccc(F)cc2)CC1)Nc1ccccc1[N+](=O)[O-]	8	12	7	4	0	20	-4	6
O=C(CCN1C(=O)C2CCCCC2C1=O)Nc1cc([N+](=O)[O-])ccc1Cl (centres undefined)	1	2	-4	-5	-18	-1	1	2
COc1ccccc1C(CNC(=O)CSc1ccc2ccccc2c1)N(C)C (centres undefined)	3	22	22	-1	2	11	-4	-4
Oc1ccc(Nc2nc(-c3ccccc3)nc3ccccc23)cc1	6	8	26	8	0	-33	12	-7
NNC(=O)CSCc1nc(-c2ccc(Cl)cc2)cs1	6	1	3	9	-7	-4	1	-10
Cc1ccc(NC(=O)c2ncn(CC(=O)N[C@H](CO)Cc3c[nH]c4ccccc34)n2)cc1C	/	1	-4	74*	/	-3	-11	/
CCOC(=O)C1C(c2ccc(O)cc2)NC(=O)NC1(O)C(F)(F)F (centres undefined)	-2	-4	2	3	1	-16	7	0
O=C1CSC(c2ccc(Cl)cc2)N1 (centres undefined)	6	-16	2	-23	4	1	8	4
Cc1ccc(-n2c(Cn3ncc4ccccc4c3=O)n[nH]c2=S)cc1	-1	-2	5	-4	5	-7	1	3
CC(C)NC(=O)c1ccccc1NC(=O)C1COc2ccccc2O1 (centres undefined)	8	-1	-1	-4	13	-2	0	-3
CN(C)c1ccc(C(=O)OCC(=O)NCCC2=CCCCC2)cc1	10	10	-2	-5	10	4	11	-2

# (further entries)
Structure	UBC13 inh	CCR6 antag	Gli-Sufu block	Apaf1 inhib	Jurkat NFkB inh	EBI2 block	697 NFkB inh	SENP8 inh
NC(=O)COc1ccc(C(=O)/C=C2/C(=O)Nc3ccccc32)cc1	-7	32	-10	3	26	5	17	-1
Cc1cc(C)n2c(SCc3c(C)noc3C)nnc2n1	-1	1	16	-7	-4	-4	5	-2
Cc1ccc(NC(=O)CCCC2CCCCC2)c(O)c1	0	-2	-27	7	-15	-3	14	-5
COCCN(C(=O)COC(=O)CCc1c[nH]c2ccccc12)c1c(N)n(Cc2ccccc2)c(=O)[nH]c1=O	3	3	-2	13	-6	-4	-14	0
CCNC(=S)N/N=C(\C)c1ccc2ccccc2c1OC(F)F	9	31	-14	8	1	-2	-8	3
C=CCSC1=C(C#N)C(c2cccc(OC)c2)CC(=O)N1 (centres undefined)	-2	5	0	2	1	-1	15	-6
CN1CCN(CCOc2ccc(Cl)c(Cl)c2)CC1	4	2	-3	-14	-19	-8	-4	-2
Cc1ccc(S(=O)(=O)N(C)C)cc1NC(=O)c1cncc(Br)c1	0	4	12	0	26	-3	5	-3
CCCCOC(=O)/C=C/c1ccc(OC(=O)OC)c(OC(=O)OC)c1	1	17	62*	-10	3	6	17	-7
N#Cc1ccccc1NC(=O)CSc1nccn1CCc1ccccc1	12	-4	-34	-19	-30	-2	-7	1
O=C(CNc1ccccc1C(=O)O)c1ccccc1	-6	79*	-12	4	-8	1	-32	1
CN(CC(=O)Nc1ccccc1Br)C(=O)c1ccccc1Cc1ccccc1	-7	19	-12	16	-5	-1	-5	-8
Cc1ccc(C(=O)/C=C/c2cc(C#N)n(C)c2C)cc1	2	14	-7	18	-6	8	-3	-11
O=C(NCCCn1ccnc1)c1cn(-c2ccccc2)nc1-c1ccc(F)cc1	0	17	-13	3	1	1	-1	0
Cc1ccc2c(c1)N(CCCC(=O)NCCCN1CCCC1=O)C(=O)CO2	3	3	6	11	-2	-6	0	-15
O=C(Cc1ccccc1)Nc1cccc(NC(=O)c2cccs2)c1	2	-8	1	10	-11	-5	6	-6
Cc1ccc(C)c(N(C(=O)Cc2cccs2)C(C(=O)NC2CCCC2)c2ccc(C)o2)c1 (centres undefined)	-2	24	26	14	8	-4	23	-2
CC(c1ccccn1)N(C)C(=O)c1ccc2nc(Cc3ccccc3F)oc2c1 (centres undefined)	-3	-9	-56	9	-130	4	-117	-11
CN1CCN(/C=N/c2c(C#N)cnn2C)CC1	-14	-21	-2	6	-1	3	-5	-3
O=C(O)C1CC(=O)N(CCc2ccccc2)C1 (centres undefined)	-5	10	0	-2	6	-5	-15	4
CCCCOc1ccc(-c2ncc(N)cn2)cc1	9	-15	-51	-11	-60	-5	-99	-6
Cc1[nH]nc(SCC(=O)NCC(C)C)c1[N+](=O)[O-]	1	14	-7	-4	9	0	9	10
COc1c(Cl)cc(Cl)cc1/C=N/n1cnnc1	7	3	3	2	-1	-11	7	10
COc1cccc(C(=O)OCC(=O)Nc2ccccc2N2CCOCC2)c1	11	8	2	7	-3	4	7	2
N#CC(c1ccccc1)(c1ncc(C(F)(F)F)cc1Cl)N1CCOCC1 (centres undefined)	-7	16	7	-3	13	-5	4	-9

# Laid out differently: 4 of the compounds above.
Cc1ccc(-n2c(Cn3ncc4ccccc4c3=O)n[nH]c2=S)cc1
  UBC13 inh: -1; CCR6 antag: -2; Gli-Sufu block: 5; Apaf1 inhib: -4; Jurkat NFkB inh: 5; EBI2 block: -7; 697 NFkB inh: 1; SENP8 inh: 3

CC(C)NC(=O)c1ccccc1NC(=O)C1COc2ccccc2O1 (centres undefined)
  UBC13 inh: 8; CCR6 antag: -1; Gli-Sufu block: -1; Apaf1 inhib: -4; Jurkat NFkB inh: 13; EBI2 block: -2; 697 NFkB inh: 0; SENP8 inh: -3

CN(C)c1ccc(C(=O)OCC(=O)NCCC2=CCCCC2)cc1
  UBC13 inh: 10; CCR6 antag: 10; Gli-Sufu block: -2; Apaf1 inhib: -5; Jurkat NFkB inh: 10; EBI2 block: 4; 697 NFkB inh: 11; SENP8 inh: -2

NC(=O)COc1ccc(C(=O)/C=C2/C(=O)Nc3ccccc32)cc1
  UBC13 inh: -7; CCR6 antag: 32; Gli-Sufu block: -10; Apaf1 inhib: 3; Jurkat NFkB inh: 26; EBI2 block: 5; 697 NFkB inh: 17; SENP8 inh: -1

# Next structures
Structure	UBC13 inh	CCR6 antag	Gli-Sufu block	Apaf1 inhib	Jurkat NFkB inh	EBI2 block	697 NFkB inh	SENP8 inh
CCOC(=O)CC(=O)CSc1nnc2sc3ccccc3n12	5	-10	-13	18	9	-10	-2	-2
COC(=O)CSc1[nH]c2ccc(Br)cc2c1[N+](=O)[O-]	10	61*	5	-1	4	18	14	-1
CS(=O)(=O)N1CCCC(C(=O)Nc2cccc(F)c2)C1 (centres undefined)	9	16	2	-20	-4	13	10	-8
COc1ccc(C(=O)COC(=O)COc2cccc3c2OC(C)(C)C3)c(OC)c1	-2	25	-9	13	4	-7	16	-5
COc1ccc(C2NC(=O)c3n[nH]c(C)c32)c(OC)c1 (centres undefined)	2	-14	3	-4	16	-6	14	6
COCCNC(=S)N(CCc1c(C)[nH]c2ccc(OC)cc12)Cc1cccnc1	-1	6	9	4	-18	8	4	2
COc1ccccc1/C=N/Nc1cc(C)nc2ccc(C)cc12	-6	5	-16	22	-33	-9	-51	-16
C=CCN1C(=O)C2C3CC(=O)C(c4ccccc43)C2C1=O (centres undefined)	-1	8	-3	-1	5	4	3	0
